# Anesthetic bind: qHTS Assay for Identification of Novel General Anesthetics; Ferritin light chain (Equus caballus), P02791; apoferritin/1-aminoanthracene competitive binding, fluorescence; Potency, µM (series often up to 77.5 µM), inactives show at the highest dose activity change, negative = displacement, hits mostly inhibitors; 350,000 compounds, 0.074% hits; also: potency is read from the fitted curve at half-maximal effect; % is scaled to controls: 0 for no effect and ±100 for the full control effect; nearly all actives have a fitted effect of over 20% in size
# Target sequence (P02791 2-175 limits assumed): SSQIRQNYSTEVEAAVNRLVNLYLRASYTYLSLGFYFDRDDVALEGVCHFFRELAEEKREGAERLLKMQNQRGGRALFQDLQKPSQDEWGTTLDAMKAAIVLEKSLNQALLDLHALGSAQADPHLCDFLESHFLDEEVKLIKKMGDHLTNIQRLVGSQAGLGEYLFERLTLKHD
#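 Steps: apoferritin (10 uM) was premixed with half-saturated 1-AMA in PBS, compounds were pin-transferred, plates stood 10 min at room temperature, fluorescence was read at 380/535 nm, and curves were fitted with a Hill equation.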
# D2 potentiator: HTS Assay for Positive Allosteric Modulators of the Human D2 Dopamine Receptor: Primary Screen for Potentiators; D(2) dopamine receptor (Homo sapiens), P14416; HEK293 T-REx D2, calcium flux, EC20 dopamine potentiation; potentiation, % at 10 µM; 340,000 compounds, 0.34% hits;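 active = potentiation over 3 SD above the plate norm, cut at about 30% in these data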; also: 0% is about no effect
#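 Cells plated with tetracycline inducer and held overnight at 30 C; calcium dye loaded 30–90 min at room temperature; baseline taken, compound added and read 180 s; EC20 dopamine then added and read 180 s.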
# TRHR enhancer: qHTS for Small Molecule Agonists and Allosteric Enhancers of Human TRH Receptor: Primary Screen for Enhancers. TRHR cells, fluo-8 calcium fluorescence, EC20 TRH enhancement. enhancement, % at 2 µM. 360,000 compounds, 0.66% hits; in the data active = enhancement above about 30%; also: 0% is about no effect
# Target sequence (P34981 whole entry, looked up): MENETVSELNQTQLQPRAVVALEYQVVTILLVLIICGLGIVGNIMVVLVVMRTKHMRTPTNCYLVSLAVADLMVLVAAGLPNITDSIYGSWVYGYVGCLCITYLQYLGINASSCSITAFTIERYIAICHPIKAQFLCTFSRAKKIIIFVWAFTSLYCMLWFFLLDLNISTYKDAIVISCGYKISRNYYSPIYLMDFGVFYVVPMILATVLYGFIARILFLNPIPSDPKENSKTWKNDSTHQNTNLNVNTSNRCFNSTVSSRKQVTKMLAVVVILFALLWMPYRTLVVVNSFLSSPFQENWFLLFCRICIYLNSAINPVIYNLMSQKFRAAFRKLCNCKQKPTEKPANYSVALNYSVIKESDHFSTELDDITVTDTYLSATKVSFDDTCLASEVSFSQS
#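 Enhancer read-out: after compound pinning and an initial kinetic agonist-mode read, an EC20 of TRH (10 nM final) was injected and fluo-8 calcium signal (Ex 480/Em 530) followed at 1 s/cycle for 100 cycles in TRHR-expressing cells.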
# RXFP1 agonist: qHTS Assay for Agonists of the Relaxin Receptor RXFP1; Potency, µM (series often up to 57.5 µM), for the others: at the highest dose activation, most hits filed as activators; HEK293T-RXFP1 cAMP TR-FRET, 30 min; response scale: percent of porcine relaxin response, buffer zero; AID 2676, 2010; 370,000 compounds, 0.3% hits; also: potency is read from the fitted curve at half-maximal effect; % is scaled to controls: 0 for no effect and ±100 for the full control effect; nearly all actives have a fitted effect of over 60% in size; many of its hits are not listed in these tables
#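 HEK293T cells stably expressing RXFP1 were pretreated with the PDE4 inhibitor Ro 20174, exposed to compounds for 30 min at 37C, lysed, and cAMP was read by TR-FRET. Data normalized to buffer (basal) and 29 nM porcine relaxin (100%).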
# RXFP1 antag: qHTS Assay for Antagonists of the Relaxin Receptor RXFP1. Relaxin receptor 1 (Homo sapiens), Q9HBX9. HEK293-RXFP1, relaxin-stimulated cAMP HTRF, 30 min; active compounds read low. activity change, negative = inhibition, % at 57.5 µM. 350,000 compounds, 0.59% hits. AID 1259400, 2018;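 active = activity change of -60% or lower, but not beyond a set lower limit; inconclusive = change between -60% and -40%, or beyond the set limit; inactive = change above -40%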; also: % is scaled to controls: 0 for no effect and ±100 for the full control effect
# D1 agonist: Allosteric Agonists of the Human D1 Dopamine Receptor: qHTS. D(1A) dopamine receptor (Homo sapiens), P21728. HEK293 T-REx D1 cells, calcium flux, agonist mode. activation, % at 2 µM. 360,000 compounds, 1% hits. AID 504660, 2011; in the data active = activation above about 30%; also: 0% is about no effect
# Target sequence (P21728 whole entry, looked up): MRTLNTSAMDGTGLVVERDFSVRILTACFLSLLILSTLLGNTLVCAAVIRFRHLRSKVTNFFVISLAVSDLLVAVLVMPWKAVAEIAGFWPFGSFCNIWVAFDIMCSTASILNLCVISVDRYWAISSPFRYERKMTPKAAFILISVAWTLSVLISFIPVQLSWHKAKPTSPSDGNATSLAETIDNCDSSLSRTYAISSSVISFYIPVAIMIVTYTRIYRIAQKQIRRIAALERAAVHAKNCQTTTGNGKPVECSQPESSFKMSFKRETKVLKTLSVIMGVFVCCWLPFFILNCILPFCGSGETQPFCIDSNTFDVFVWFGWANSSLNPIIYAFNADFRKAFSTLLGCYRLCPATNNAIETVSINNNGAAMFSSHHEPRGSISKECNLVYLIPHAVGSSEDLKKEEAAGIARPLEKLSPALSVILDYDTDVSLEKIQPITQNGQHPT
#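 Inducible HEK293 T-REx D1 cells, force-coupled to calcium signalling, were plated at 4000 cells/well with tetracycline and held overnight at 30 C. After no-wash calcium dye loading, compound-evoked calcium rise over 180 s flagged agonists.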
# TRHR ag: qHTS for Small Molecule Agonists and Allosteric Enhancers of Human TRH Receptor: Primary Screen for Agonists; Thyrotropin-releasing hormone receptor (Homo sapiens), P34981; activation, % at 2 µM; TRHR cells, calcium flux fluo-8, FDSS agonist mode; 360,000 compounds, 0.18% hits; in the data active = activation above about 30%; also: 0% is about no effect
#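 TRHR-expressing cells, plated overnight in medium with 10% serum, were loaded with fluo-8 calcium dye at room temperature. After a 10 s baseline, library compound was pin-added and calcium release was recorded kinetically (ex 480/em 530) as agonist response.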
# D1 antag: Antagonist of Human D 1 Dopamine Receptor: qHTS. D(1A) dopamine receptor (Homo sapiens), P21728. HEK293 TREx D1 cells, calcium flux, dopamine EC80; active compounds read low. activity change, negative = inhibition, % at 10 µM. 360,000 compounds, 3.2% hits; in the data active = activity change below about -30%; also: % is scaled to controls: 0 for no effect and ±100 for the full control effect
#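 Kinetic fluorescence of a calcium dye serves as the read-out. D1-expressing Hek293 Trex cells, induced overnight at 30 C, are exposed to compound for 180 s before an EC80 dopamine addition, then read 180 s further.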
# D1 potentiator: Potentiators of Human D1 Dopamine Receptor: qHTS; D(1A) dopamine receptor (Homo sapiens), P21728; HEK293 TREx D1 cells, calcium flux, dopamine EC20 potentiation; 360,000 compounds, 0.036% hits; potentiation, % at 10 µM; in the data active = potentiation above about 30%; also: 0% is about no effect
# Active calls of the source: *; ? = inconclusive; . = no result given; [ ] = remark or other dose. Unless noted, calls follow the shape of the dose curve; as a rule, active = well fitted curve in the direction sought with a large enough effect; inconclusive = small, poorly fitted or top-dose-only effect, or another doubt; inactive = no such curve, though single readings can be large; an effect the other way counts as inactive or inconclusive. This is a subset; count on the stated rates, not on these rows.
SMILES,Anesthetic bind,D2 potentiator,TRHR enhancer,RXFP1 agonist,RXFP1 antag,D1 agonist,TRHR ag,D1 antag,D1 potentiator
O=S(=O)(c1ccccc1F)N1CCN(c2nc3ccccc3s2)CC1,-1%,3,0,-1.2%,7,1,0.7,2,-1
COc1ccc(C)cc1NC(=O)C(Cc1ccccc1)NS(=O)(=O)c1ccc(Br)s1 (centres undefined),-6%,6,0,5.0%,-5,4,0.5,2,-1
Cc1ccn2c(CNCCCn3cccn3)c(C(=O)N3CCCCCC3)nc2c1,-3%,-9,1,-0.8%,-14,3,0.3,0,-2
CCOc1ccc(S(=O)(=O)Nc2cc(S(=O)(=O)N(CC)CC)ccc2N2CCCC2)cc1,2%,6,-10,-0.9%,4,1,0.2,-26,-1
Cc1ccc(NC(=O)Cn2c(C)csc2=O)cc1,.,3,7,-0.3%,25,4,-0.1,-6,-2
O=C(CN1C(=O)c2cccnc2C1=O)c1ccccc1,-8%,-24,7,0.7%,4,-1,-0.3,-31*,-7
Cc1nc2ncnn2c(N2CCN(C(c3ccccc3)c3ccccc3)CC2)c1C,?,-5,1,0.0%,-116*,7,3.5,24,1
CCOC(=O)N1CCC(Nc2c(NCCCN(CC)Cc3ccccc3)c(=O)c2=O)CC1,-15%,.,-1,1.5%,0,2,0.1,13,.
CCCc1cc(=O)[nH]c(SCC(=O)N(C)Cc2ccccc2)n1,-16%,-6,14,-0.8%,-1,0,-0.1,6,8
CCN(CC)C(=O)c1cnn(-c2ccccc2)c1NC(=O)c1ccccc1F,-10%,-1,-1,1.1%,-14,-1,0.4,1,-4
COCCCNC(=O)CSc1nc(-c2cccc(F)c2)[nH]c1-c1ccccc1,-2%,12,0,3.7%,-28,4,-1.1,5,-2
COc1ccc(Br)c(C(=O)OCC(=O)N2CCC(Cc3ccccc3)CC2)c1,.,12,-2,-0.8%,-26,0,-0.7,10,3
Cc1ccc(/C=C/C(=O)NC(=S)Nc2ccc(S(=O)(=O)Nc3cc(C)on3)cc2)cc1,-11%,.,5,-0.1%,-9,-1,-1.0,-20,-4
COc1ccc(Cl)cc1C(=O)OCC(=O)Nc1cccnc1Cl,.,6,-9,1.8%,6,1,0.4,1,-5
O=C(NN=C1CCCC1)C(=O)Nc1cccc(C(F)(F)F)c1,-16%,-1,-6,0.4%,-13,1,0.1,2,-2
COc1ccc(Nc2c3c(nc4ccc(C)cc24)CCC3)cc1,-5%,1,7,0.1%,0,0,-0.4,20,-8
CC(/C=C/c1ccc(N(C)C)cc1)=N\N=C(/N)SC1CC(=O)N(c2ccc(C(=O)O)cc2)C1=O (centres undefined),36%[activator],1,-4,-0.5%,-14,9,17,-4,-17
COC(=O)Cn1c(=O)c2c(nc3n2CC(C)CN3Cc2ccccc2)n(C)c1=O (centres undefined),1%,-4,13,0.2%,8,0,0.1,5,7
CCOc1ccc(CCNC(=O)CSCC(=O)Nc2ccc(OC)cc2)cc1OCC,.,8,2,0.4%,-11,-1,-1.3,-11,-2
COc1ccc(N2CCN(C(=O)c3ccc(NC(=O)C4=CSCCO4)cc3)CC2)cc1,-6%,-11,-4,1.6%,-10,3,-0.3,4,-2
CC(C)CC(C(=O)NC1CCCC1)N(Cc1cccs1)C(=O)c1snc(C(N)=O)c1N (centres undefined),5%,3,2,0.5%,-10,6,1.4,2,-6
CCc1nnc(NC(=O)CCC(=O)N2CCN(S(=O)(=O)c3ccc(OC)cc3)CC2)s1,-3%,19,3,-0.4%,-3,0,0.0,-13,-4
COc1ccc(-c2noc(C3CCCN(C(=O)Nc4ccccc4)C3)n2)cc1 (centres undefined),-9%,-3,-7,2.0%,-2,0,0.2,-16,-2
COc1ccc(NC(=O)CCOc2ccc(C)cc2)cc1S(=O)(=O)N1CCCCC1,.,2,-1,2.8%,-7,18,0.0,-21,.
COc1ccc2c(c1OC)C(=O)OC2CC(=O)c1ccc(O)c(O)c1 (centres undefined),-17%,7,-8,-0.4%,-21,2,0.5,-3,-8
Cc1ccc(C(=O)Nc2ccc3c(c2)CCC3)cc1,-16%,-15,35*,0.4%,-10,0,-1.9,-3,8
O=C1C2CC=CCC2C(=O)N1c1n[nH]c(-c2ccccc2)n1 (centres undefined),-16%,9,0,1.7%,2,-2,-0.4,-19,-9
Cc1nnc(C)n1/N=C/c1cc(Br)ccc1O,-1%,-3,4,-0.8%,2,3,1.3,11,0
S=C(NCc1ccccc1)Nc1nccs1,?,3,3,0.4%,-10,3,0.9,15,0
CS(=O)(=O)Nc1ccc(C2=NN(C(=O)c3ccco3)C(c3ccc(F)cc3)C2)cc1 (centres undefined),-17%,14,8,-1.4%,-8,4,0.0,-10,-3
Cc1ccc2cc(C(c3nnnn3C(C)(C)C)N3CCCC3)c(=O)[nH]c2c1C (centres undefined),-10%,1,1,-0.2%,.,1,2.7,-6,1
Cc1nn(C(=O)c2cccc([N+](=O)[O-])c2C)c(C)c1S(=O)(=O)N1CCOCC1,-9%,8,-4,1.7%,.,4,0.4,-1,-2
O=C(/C=C/c1ccc(Cl)cc1Cl)NCc1ccco1,?,-12,-1,-0.2%,0,-3,0.5,-3,-2
CCCCN(C)C(=O)C1CCC(CNS(=O)(=O)c2ccc3c(c2)CC(C)N3C(=O)C2CC2)CC1 (centres undefined),-8%,8,-3,4.3%,1,3,0.8,-43*,1
O=C(NCc1ccc(Cl)cc1)NCc1ccc(Cl)cc1,-4%,22,-1,-4.1%,-11,3,0.1,-4,4
CCCCn1c(=O)n(CC(=O)Nc2c(CC)cccc2CC)c(=O)c2c1nc(CO)n2CCC,-1%,-5,-18,-0.1%,-3,0,-0.4,0,3
CCCCn1c(CN2CCN(c3cccc(Cl)c3)CC2)nc2c1c(=O)[nH]c(=O)n2C,?,-21,5,0.0%,-7,-1,-0.1,-10,-3
CC(C(=O)NC1CCCC1)N(C(=O)c1ccc(-c2ccccc2)[nH]1)c1ccccc1F (centres undefined),-10%,-12,0,-3.2%,-9,5,-0.1,-5,0
COc1ccccc1OCc1ccc(C(=O)NN)o1,-21%,-19,1,2.8%,-2,3,-0.3,-16,-4
CC(=O)Nc1cc(C(=O)NCc2ccco2)ccc1Sc1ccc(Cl)cc1,-5%,5,-2,0.8%,-12,2,-0.7,-5,-5
O=c1[nH]nc(Cc2ccc(-c3ccc(Cl)cc3)o2)c2ccccc12,-4%,7,7,?,-2,5,-1.3,-7,-4
COc1ccc(OCC(=O)N/N=C/c2ccncc2)cc1,-4%,4,-3,0.6%,2,4,0.9,1,10
Cc1ccc(S(=O)(=O)N(CC(=O)NCC2CCCO2)c2cccc([N+](=O)[O-])c2)cc1 (centres undefined),-8%,-5,3,-0.5%,1,2,0.1,1,9
Cc1ccc(S(=O)(=O)Nc2cccc(C(=O)N3CCOCC3)c2)c(C)c1NS(C)(=O)=O,-1%,3,1,-0.4%,-4,4,0.3,-5,2
C=CCC1(CC=C)CCCN1C(=O)CC1C(=O)NCCN1Cc1cc(OC)cc(OC)c1 (centres undefined),?,2,-14,0.2%,4,0,-0.4,-2,-2
O=C1c2ccccc2C(Nc2ccc3c(c2)OCCO3)N1c1ccc(Cl)cn1 (centres undefined),-20%,-6,-4,0.7%,.,1,-0.2,-11,-1
CC1Cc2cc(S(=O)(=O)N3CCN(c4ccccc4F)CC3)ccc2N1C(=O)C1CC1 (centres undefined),-11%,-2,16,0.8%,-5,5,-0.1,-22,-9
COc1cc(CC(=O)NCCc2ccc(OCc3ccccc3)cc2)c([N+](=O)[O-])cc1OC,?,3,7,-0.2%,-4,14,0.4,2,-5
CN(C)S(=O)(=O)N1CCc2ccc(NC(=O)C3CCCO3)cc2C1 (centres undefined),-8%,0,4,1.3%,-4,5,-0.1,-19,2
Clc1ccc(-c2cn3nc4c(nc3n2)CCCC4)cc1,60%[activator],6,-4,2.8%,4,3,0.9,3,0

# Additional records follow.
SMILES,Anesthetic bind,D2 potentiator,TRHR enhancer,RXFP1 agonist,RXFP1 antag,D1 agonist,TRHR ag,D1 antag,D1 potentiator
CCn1cc(CNCc2cn(C)nc2-c2ccc(C3CCCCC3)cc2)cn1,?,17,7,0.0%,-16,20,1.1,38,6
COc1ccc(N2CC(C(=O)Nc3nnc(SCCC4OCCO4)s3)CC2=O)cc1 (centres undefined),-19%,-2,-3,0.1%,1,0,0.3,10,0
COCc1ccc(CN2CCc3c([nH]c4ccccc34)C2C(C)(C)C)o1 (centres undefined),-13%,-1,2,9.0%,-31,0,-0.4,-14,0
N#Cc1c(SCC(N)=O)nc2c(c1-c1ccncc1)CCCC2,-6%,7,-5,-1.0%,-21,2,0.5,-14,-7
Cc1ccc(/C=C/C(=O)N2CCN(S(=O)(=O)c3c(C)c(C)cc(C)c3C)CC2)o1,-22%,4,0,-0.8%,-28,3,0.4,-5,3
CCS(=O)(=O)C1=NSC2=NC(=O)/C(=C\c3ccc(OS(=O)(=O)c4ccccc4)cc3)C(=N)N21,1%,4,-2,2.3%,-15,0,0.2,16,-10

# 5 of these compounds in a different format:
# Order of values – Anesthetic bind, D2 potentiator, TRHR enhancer, RXFP1 agonist, RXFP1 antag, D1 agonist, TRHR ag, D1 antag, D1 potentiator
CCOc1ccc(CCNC(=O)CSCC(=O)Nc2ccc(OC)cc2)cc1OCC
    ., 8, 2, 0.4%, -11, -1, -1.3, -11, -2
COc1ccc(N2CCN(C(=O)c3ccc(NC(=O)C4=CSCCO4)cc3)CC2)cc1
    -6%, -11, -4, 1.6%, -10, 3, -0.3, 4, -2
CC(C)CC(C(=O)NC1CCCC1)N(Cc1cccs1)C(=O)c1snc(C(N)=O)c1N (centres undefined)
    5%, 3, 2, 0.5%, -10, 6, 1.4, 2, -6
CCc1nnc(NC(=O)CCC(=O)N2CCN(S(=O)(=O)c3ccc(OC)cc3)CC2)s1
    -3%, 19, 3, -0.4%, -3, 0, 0.0, -13, -4
COc1ccc(-c2noc(C3CCCN(C(=O)Nc4ccccc4)C3)n2)cc1 (centres undefined)
    -9%, -3, -7, 2.0%, -2, 0, 0.2, -16, -2

# Screening data as filed in PubChem BioAssay.
